From PubChem BioAssay
D2 antag = HTS Assay for Allosteric Antagonists of the Human D2 Dopamine Receptor: Primary Screen for Antagonists; HEK293 TREx D2 cells, calcium flux, dopamine EC80; inhibition, % at 10 µM; hit rate 2% among 340,000; AID 485344, 2010; in the data active means inhibition above about 30%; further: 0% is about no effect
Target sequence (P14416 whole entry, looked up): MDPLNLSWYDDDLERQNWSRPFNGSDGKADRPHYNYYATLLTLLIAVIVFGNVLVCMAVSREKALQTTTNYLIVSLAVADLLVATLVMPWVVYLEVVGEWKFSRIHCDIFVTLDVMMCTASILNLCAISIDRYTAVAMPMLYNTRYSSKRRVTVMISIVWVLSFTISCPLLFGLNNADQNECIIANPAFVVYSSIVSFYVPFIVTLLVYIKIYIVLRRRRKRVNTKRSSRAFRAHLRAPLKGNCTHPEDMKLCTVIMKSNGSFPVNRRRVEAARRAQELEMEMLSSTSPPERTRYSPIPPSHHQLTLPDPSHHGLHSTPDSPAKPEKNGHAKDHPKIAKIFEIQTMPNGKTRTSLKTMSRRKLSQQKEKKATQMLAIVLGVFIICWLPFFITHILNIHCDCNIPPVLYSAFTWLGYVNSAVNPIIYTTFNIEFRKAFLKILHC
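Tetracycline-induced HEK293 T-REx cells expressing D2 force-coupled to calcium signalling were dye-loaded, exposed to compound for 180 s, then challenged with an EC80 of dopamine; calcium flux was followed kinetically for a further 180 s.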
Vif-A3F inh = qHTS for Inhibitors of Vif-A3F Interactions: qHTS. hit rate 0.2% among 390,000. HeLa A3F-eYFP + Vif (tagged APOBEC3F with the HIV-1 protein that degrades it), YFP fluorescence increase. Potency, µM (highest dose often 46.1 µM), inactives show at the highest dose activity, negative = active. AID 602313, 2012; further: potency means the concentration at half of the fitted maximal effect; % of control where 0% means no effect; nearly all actives have a fitted effect of over 65% in size
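Fluorescence increase (Ex 488/Em 500-530) after overnight compound treatment at 37 deg C flags inhibition of Vif-driven A3F-eYFP loss in stable HeLa A3F-eYFP/Vif cells seeded overnight beforehand.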
D2 ag = HTS Assay for Allosteric Agonists of the Human D2 Dopamine Receptor: Primary Screen for Agonists | D(2) dopamine receptor (Homo sapiens), P14416 | HEK293 T-REx D2 cells, calcium flux agonist mode | activation, % at 2 µM | hit rate 0.53% among 340,000 | AID 485358, 2010;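 active means activation over 3 SD above normal in the single-dose calcium agonist read, cut at about 30% in these data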; further: 0% is about no effect
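Calcium-flux readout, 1 cycle/sec over 180 s following compound pin transfer, in inducible HEK293 Trex D2 cells (force-coupled); dopamine controls included. Positive calcium responses during this window marked compounds as potential agonists.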
ERG-DNA inh = qHTS for Small Molecule Inhibitors of the ERG Ets/DNA interaction; Potency, µM (doses to about 76.9 µM), for inactives: at the highest dose FP activity, negative = inhibition, most hits filed as inhibitors; hit rate 0.028% among 370,000; AID 624246, 2012; fluorescence polarization, His-ERG Ets domain / labelled DNA; Transcriptional regulator ERG (Homo sapiens), P11308; active means well fitted inhibition curve with a large enough effect in the polarisation, with a control signal flat; inconclusive means small, poorly fitted or top-dose-only effect, or effect the other way, or a change in a side signal; inactive means no such curve, though single readings can be large or run the other way; the % refers to the polarisation;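 further: polarization taken with two DNA probes labelled with fluorescein and Texas red; potency means the concentration at half of the fitted maximal effect; % of control where 0% means no effect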
Target sequence (P11308 whole entry, looked up, the tested form may be a part): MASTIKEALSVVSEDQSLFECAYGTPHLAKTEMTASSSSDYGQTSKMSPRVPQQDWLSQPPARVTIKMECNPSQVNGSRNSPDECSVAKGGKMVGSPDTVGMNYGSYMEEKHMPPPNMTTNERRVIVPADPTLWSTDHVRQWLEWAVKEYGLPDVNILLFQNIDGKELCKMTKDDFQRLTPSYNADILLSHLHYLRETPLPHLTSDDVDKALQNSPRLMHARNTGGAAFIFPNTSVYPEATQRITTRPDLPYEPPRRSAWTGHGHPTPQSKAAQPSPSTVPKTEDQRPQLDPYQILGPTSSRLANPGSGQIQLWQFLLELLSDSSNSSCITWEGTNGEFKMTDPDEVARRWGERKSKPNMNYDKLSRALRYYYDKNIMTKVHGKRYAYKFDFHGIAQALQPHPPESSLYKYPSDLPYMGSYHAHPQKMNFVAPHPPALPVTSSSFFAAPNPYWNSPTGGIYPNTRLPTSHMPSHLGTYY
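His-tagged ERG Ets domain (1 uM in the protein solution; 300mM KCl, 50mM Tris-HCl, 1mM EDTA, 1mM DTT, pH 7.5) received compound, then a probe mix of 5 nM fluorescein-DNA and 100nM Texas-615-DNA. Fluorescence polarization was read for both dyes.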
RGS4 inhibitor = Inhibitors of Regulator of G Protein Signaling (RGS) 4: qHTS. Regulator of G-protein signaling 4 (Homo sapiens), P49798. Transcreener GDP fluorescence polarization, RGS4-accelerated GTP hydrolysis. Potency, µM (highest dose often 114 µM), without a hit: at the highest dose activity change, negative = inhibition, usual class: inhibitors. hit rate 0.039% among 390,000. AID 504845, 2011; further: potency means the concentration at half of the fitted maximal effect; on the % scale 0 is the no-effect control and ±100 the full control effect; nearly all actives have a fitted effect of over 75% in size; some results filed as inactive show a strong effect at the top dose
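MLSMR compounds (23 nl, pin-transferred) preincubated 10 min at room temperature with a 500nM (2x) first reagent, then RGS4 at 900nM (2x) plus Transcreener GDP mix added; fluorescence polarization (620/688 nm) read before and after 90 min at 30 °C.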
12-LOX inh = Primary qHTS assay for inhibitors of human arachidonate 12S-lipoxygenase (ALOX12): Round 2; Polyunsaturated fatty acid lipoxygenase ALOX12 (Homo sapiens), P18054; purified 12hLO, xylenol orange hydroperoxide absorbance; Potency, µM (titrated, usually from 108 µM), for the others: at the highest dose activity change, negative = inhibition, most hits filed as inhibitors; hit rate 1.1% among 580,000; AID 1671190, 2021; further: potency means the concentration at half of the fitted maximal effect; on the % scale 0 is the no-effect control and ±100 the full control effect
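Hydroperoxide product was detected by ferrous iron/xylenol orange as the 573 to 405 nm absorbance ratio. Arachidonic acid at 40 uM (final) was turned over for 30 min at room temperature by 150 nM human 12hLO, pH 7.0 Hepes buffer, after 15 min compound preincubation.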
Glioma ERSR ind = qHTS for Inducers of the Endoplasmic Reticulum Stress Response (ERSR) in Human Glioma: qHTS; hit rate 0.02% among 420,000; U87-MG GRP78 promoter luciferase reporter, 16 h; Potency, µM, for inactives: at the top dose activation, most hits filed as activators; AID 602332, 2012; further: potency means the concentration at half of the fitted maximal effect; series mostly up to about 76 µM; % of control where 0% means no effect; nearly all actives have a fitted effect of over 35% in size
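ERSR induction read as luciferase luminescence (Bright-Glo, 10 min at room temperature) in stably transfected human U87-MG glioma cells exposed to compounds for 16 h, using GRP78 as sensor.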
LDHA inh = qHTS assay for inhibitors of human lactate dehydrogenase. L-lactate dehydrogenase A chain (Homo sapiens), P00338. purified LDHA, NADH/diaphorase-resazurin fluorescence; hits give low values. activity change, % (values are at about 110 or 230 µM). hit rate 0.15% among 480,000. AID 1347041, 2019; in the data active means activity change below about -30%; inconclusive means mostly about -25% to -30%;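 further: plate controls were DMSO wells for no effect and wells without enzyme for full effect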
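Human LDH5 at 2 nM final in Tris HCl pH 7.4 with 0.06 mM NADH and 0.2 mM pyruvate, reacted 5 minutes at room temperature. Remaining NADH coupled via diaphorase/resazurin; resorufin fluorescence read at 0 and 20 minutes, normalized to enzyme-free and DMSO wells.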
Vif-A3G inh = qHTS for Inhibitors of Vif-A3G Interactions: qHTS. DNA dC->dU-editing enzyme APOBEC-3G (Homo sapiens), Q9HC16. HeLa A3G-eYFP + Vif (tagged APOBEC3G with the HIV-1 protein that degrades it), YFP fluorescence, overnight. Potency, µM (doses to about 46.1 µM), inactives show top-dose activity, negative = active, usual class: inhibitors. hit rate 0.076% among 410,000. AID 602310, 2012;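 further: potency means the concentration at half of the fitted maximal effect; on the % scale 0 is the no-effect control and ±100 the full control effect; nearly all actives have a fitted effect of over 60% in size; hits raise eYFP signal because A3G escapes Vif-driven loss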
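HeLa cells stably expressing Vif and C-terminally eYFP-tagged A3G, seeded overnight at 37 deg C, then exposed to compound by pintool overnight at 37 deg C. Rise in yellow fluorescence (Ex 488/Em 500-530, Acumen) marks blocked Vif-driven A3G degradation.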
An asterisk follows results filed as active; ? = inconclusive; . = not tested or not shown; & = joins results of further samples; [ ] = remark or other dose. Unless noted, the call rests on the fitted dose curve; in most records, active means well fitted curve in the direction sought with a large enough effect; inconclusive means small, poorly fitted or top-dose-only effect, or another doubt; inactive means no such curve, though single readings can be large; an effect the other way counts as inactive or inconclusive. Not all compounds are listed. The share of hits here may be higher or lower than overall.

SMILES	D2 antag	Vif-A3F inh	D2 ag	ERG-DNA inh	RGS4 inhibitor	12-LOX inh	Glioma ERSR ind	LDHA inh	Vif-A3G inh
COc1cccc(NC(=O)Cn2c3ccc(F)cc3c3nc4n(c(=O)c32)CCS4)c1	16	0%	0.3	8%	-4%	?	-8%	-4	-1%
O=c1[nH]c(C2CCN(S(=O)(=O)c3ccc4c(c3)OCCO4)CC2)nc2c1nnn2Cc1ccccc1	10	-2%	-1.0	4%	-9%	0%	-3%	-5	1%
CN(Cc1ccc(Cl)cc1Cl)C(=O)CNC(=O)c1ccc2c(c1)OCO2	11	-3%	-0.3	-3%	0%	?	-3%	-3	1%
CCOCCCNC(=O)C1(O)c2ccccc2NC(=O)N1c1ccc(C)c(C)c1 (centres undefined)	1	-2%	1.0	0%	-33%	12%	-4%	-1	0%
CCCNC(=O)c1csc(Nc2cccc3ccccc23)n1	7	-8%	1.3	-1%	-23%	0%	2%	-13	-20%
CCOC(=O)CSc1nnc(-c2cccnc2)o1	-12	2%	-1.4	-9%	-35%	1%	-5%	-10	0%
CCCCn1c(N)c(N(CC(C)C)C(=O)CC2CCCCC2)c(=O)[nH]c1=O	-4	-17%	-1.1	-3%	9%	10%	-4%	-6	-4%
CNC(=S)N/N=C(\C)c1ccc(Cl)s1	-5	7.9µM*	-1.0	-1%	-18%	?	4%	-12	1%
Cc1ccc(-n2ncc3c(=O)[nH]c(SCC(=O)N4CCOCC4)nc32)cc1	-16	8%	-1.9	4%	-16%	?	2%	-6	1%
COc1ccc(CCNC(=O)c2c(-c3ccccc3Cl)noc2C)cc1	-3	-5%	-1.2	.	-6%	-23%[57.4 µM]	-5%	-10	0%
Cc1nc(NC(=O)c2ccccc2)sc1Cc1ccc2c(c1)OCO2	20	-6%	0.0	-2%	0%	?	2%	-4	?
OC1CN=C2CCCc3c2n(c2ccc(Cl)cc32)C1 (centres undefined)	-20	-5%	1.0	-2%	-39%	-29%	-5%	1	-14%
COc1cccc(Cn2c(=O)n(CC3CCC(C(=O)N4CCCCC4)CC3)c(=O)c3sccc32)c1 (centres undefined)	.	6%	0.4	5%	-4%	-12%	-6%	-3	0%
COCCN(CC(=O)NCc1ccc(F)cc1)C(=O)CCC(=O)Nc1ccccn1	.	-1%	.	6%	10%	0%	0%	-5	3%
O=C(COC(=O)/C=C/c1ccccc1)Nc1cccc(Oc2ccccc2)c1	-9	7%	4.2	2%	-3%	-2%	-3%	-2	1%
CCCC(=O)Nc1cc(C(=O)NCc2ccc(OC)cc2)ccc1S(=O)(=O)c1ccc(Cl)cc1	.	1%	0.6	-6%	-8%	-18%	1%	-7	0%
C=CCn1c(=O)/c(=C/c2ccc(Cl)cc2)s/c1=C(/C#N)c1nnc2n1CCCCC2	17	3%	0.2	.	-6%	-12%	-2%	5	-18%
Cc1nc(-c2ccccc2)sc1CCNS(=O)(=O)c1ccc(Br)cc1	.	0%	-2.6	1%	-8%	?	0%	-9	-1%
O=C(CCC1N=C2c3ccccc3N=C(SCc3cccc(Cl)c3)N2C1=O)NCCc1ccccc1 (centres undefined)	.	1%	-0.7	-7%	15%	-23%	-3%	-5	-5%
COCc1n[nH]c(=S)n1-c1cccc2ccccc12	-13	4%	0.1	5%	-24%	?	0%	-12	2%
COc1ccc(N2CC(O)(c3ccc(OC(F)F)cc3)[N+]3=C2CCCC3)cc1 (centres undefined)	19	-3%	-0.7	-11%	23%	43%[activator]	-3%	-13	4%
CCc1ccc(NCc2cc3cc4c(cc3n(CC(=O)Nc3ccc(C)cc3)c2=O)OCO4)cc1	.	-1%	-1.7	9%	?	72%[activator]	-4%	13	-7%
COC(=O)N/N=C/c1cc(Cl)cc(Cl)c1OCc1ccc(F)cc1	.	-3%	.	-6%	12%	-12%	-2%	-8	-1%
CCOc1ccc(C(=O)/C=C/Nc2ccc(S(=O)(=O)Nc3onc(C)c3C)cc2)cc1	13	3%	-0.8	-23%	-6%	?	0%	-11	0%
COc1ccc(CN2C(=O)C(CC(=O)NC3CCCCC3)CC(C(=O)N(C)C)=C2C)cc1 (centres undefined)	.	0%	.	.	.	17%	-2%	0	-1%

Next section; it opens with the 2 that closed the last part.
SMILES	D2 antag	Vif-A3F inh	D2 ag	ERG-DNA inh	RGS4 inhibitor	12-LOX inh	Glioma ERSR ind	LDHA inh	Vif-A3G inh
CCOc1ccc(C(=O)/C=C/Nc2ccc(S(=O)(=O)Nc3onc(C)c3C)cc2)cc1	13	3%	-0.8	-23%	-6%	?	0%	-11	0%
COc1ccc(CN2C(=O)C(CC(=O)NC3CCCCC3)CC(C(=O)N(C)C)=C2C)cc1 (centres undefined)	.	0%	.	.	.	17%	-2%	0	-1%
Cc1cc(C(=O)OCC(=O)NCc2ccc(Cl)cc2Cl)c(C)o1	20	11%	-1.0	8%	1%	276%[activator]	-3%	-6	-13%
Cc1ccc(CN2CCN(Cc3cccn3-c3ccccn3)CC2CCO)o1 (centres undefined)	2	-12%	-1.1	-7%	-26%	9%	-3%	0	1%
CCc1cc2c(=O)c(-c3nc(C)cs3)c(CCCC(=O)O)oc2cc1O	-3	-2%	-1.8	9%	6%	-11%	1%	-4	2%
FC(F)(F)c1cccc(N2CCc3cn[nH]c32)c1	-4	5%	0.1	1%	31%	3%	9%	0	-1%
Cc1cccc(-n2cc(C#N)c(=O)[nH]c2=O)n1	3	0%	0.4	0%	-7%	1%	-4%	-4	1%
C=CCN(c1nc(C)cc(OC)n1)S(=O)(=O)c1ccccc1	-1	-14%	2.0	1%	-3%	?	0%	-7	0%
O=C(CSc1nnc(-c2cccnc2)n1Cc1ccccc1)NCc1ccccc1	35*	5%	-0.2	2%	-2%	0%	-4%	-8	0%
Cc1cc(C)nc(NC(=O)CCC2CCCC2)c1	28	.	0.0	4%	17%	-18%	-2%	-3	-5%
CCOc1ccccc1Oc1c(C)oc2cc(OC(=O)N3CCOCC3)ccc2c1=O	.	-6%	.	-3%	2%	16%&13%	1%	-5&15	1%
O=C(Nc1nnc(Cc2ccc([N+](=O)[O-])cc2)s1)Nc1ccccc1F	16	-1%	1.6	11%	-16%	-4%	0%	-2	-1%
CSc1nc(NS(=O)(=O)c2cc(C)c(Cl)cc2Cl)nn1C	3	0%	-0.3	7%	-4%	188%[activator]	-5%	-1	4%
CC(=O)Nc1ccc(Nc2ncnc3c2cnn3-c2ccc(C)cc2C)cc1	-6	1%	-0.3	-10%	31%	0%	-5%	3	4%
Cc1cc(S(=O)(=O)NCc2ccc(S(N)(=O)=O)cc2)c(C)s1	-15	8%	1.2	-5%	15%	0%	-4%	-5	0%
O=C(Nc1ccccc1)C1C2CCC3C(CCC21)C3(Cl)Cl (centres undefined)	0	9%	-1.3	8%	6%	57%[activator]	-2%	0	0%
COc1ccc(NC(=O)NC2(C(=O)N3CCN(C)CC3)CCCCC2)cc1	-3	-5%	0.5	12%	7%	-4%	-1%	-6	-2%
CCc1cc(=O)oc2cc(OC(C)C(=O)NCc3ccccn3)ccc12 (centres undefined)	0	13%	-0.1	1%	0%	9%	-8%	-2	-6%
Cc1c(Cl)cccc1Nc1sc(C(=O)c2ccccc2)c(N)c1S(=O)(=O)c1ccccc1	.	2%	-1.0	0%	-13%	-6%	-2%	-6	3%
CCn1ccc2cc(S(=O)(=O)N3CCC(C(=O)NCc4ccc(OC)cc4)CC3)ccc21	.	0%	0.5	-1%	-5%	-12%	-3%	-3	2%
CCOC(=O)c1sc(-c2cccc(C(F)(F)F)c2)nc1O	6	-10%	0.9	4%	-33%	?	-3%	1	-3%
CCc1cc(C(=O)c2ccccc2)c(N)s1	-4	4%	-0.3	0%	-32%	?	-2%	0	-4%
O=C(CSc1nnc(C2CC2)n1C1CC1)c1ccccc1F	13	-5%	-0.4	4%	-34%	-7%	0%	1	1%
CCn1cc(S(=O)(=O)c2cccc(C)c2)c(=O)c2cc(F)c(N3CCN(C)CC3)cc21	-6	2%	0.7	16%	-6%	0%	-3%	-2	1%
Cc1nc(NC(=O)c2ccc(-c3cc4ccccc4oc3=O)cc2)ccc1Br	-4	-28%	0.2	-3%	2%	14%	-2%	-7	-1%
O=C(CNC(=O)c1cccc(F)c1)OCC(=O)N1CCN(C(=O)c2ccco2)CC1	-18	16%	0.5	3%	-1%	-6%	-3%	-11	-12%
Nc1nc2c(ncn2[C@@H]2O[C@H](CNCc3ccc(Oc4cc(-n5cccn5)ncn4)cc3)[C@@H](O)[C@H]2O)c(=O)[nH]1	.	.	.	.	.	19%	-4%	-1	-3%
COCCNC(=O)C1(C)CCN(C(=O)c2ccc(F)c(C)c2)C1 (centres undefined)	.	.	.	.	.	13%	-4%	-6	-4%
